FLuc inhib CS: counter-screen for luciferase assay inhibitors: firefly luciferase inhibition | ATPLite firefly luciferase biochemical luminescence, 10 min | 200,000 tested, 1.5% active | AID 1006 | P08659 | inhibition, % at 10 µM;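 active = inhibition above about 50% when tested at 10 µM, limit read from the data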
FLuc act counter: firefly luciferase counter-screen for stimulation assays. P08659. ATPlite luciferase biochemical, luminescence, 10 min; 0 = ATP-free wells, 1 = DMSO control. activation factor at 10 µM. 200,000 tested, under 10 active. AID 1027;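 active = luciferase activation factor, scaled between plate controls, of at least 2 with compound at 10 µM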
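Assay system: Luciferase/luciferin detection reagent, cell-free biochemical luciferase assay / Read-out: luciferase activation / Benchmarks: No-ATP low control, compound-free enzyme-plus-ATP high control / Medium: PBS buffer for ATP / Detection: luminescence measurement of luciferase light output / Schedule: 10 min at ambient temperature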
APP 5'UTR act: activates APP 5'UTR luciferase reporter; 190,000 tested, 1% active; SH-SY5Y APP 5'UTR luciferase reporter, luminescence; zero percent = DMSO vehicle wells; activation, % at 2 µM;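 active = activation above a set limit, based on mean plus 3 SD of controls, cut at about 140% in these data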; note: values of inactives mirror those of a sister screen read the other way
STAT1 activator: activators of IFN-gamma induced STAT1 signaling; 200,000 tested, 2.6% active; NIH 3T3 STAT1-luciferase reporter, luminescence; 100% = IFN-gamma alone, no compound; activation (% of control), % at 5.5 µM;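 active = activation above the screen-wide mean activation plus 3 SD, cut at about 130% in these data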;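 note: raw ratio to IFN-gamma control signal so 100% means no change and 0% no light; values of inactives mirror those of a sister screen read the other way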
APP 5UTR inh: APP translation inhibition. SH-SY5Y APP 5'UTR-luciferase reporter, luminescence. inhibition, % at 2 µM. 190,000 tested, 0.82% active;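 active = inhibition above a set limit, derived from the sample mean plus 3 SD, cut at about 45% in these data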; note: values of inactives mirror those of a sister screen read the other way
Diaphorase act: activates diaphorase or chemically reduces, flagging diaphorase assay artifacts; Diaphorase/resazurin coupled assay, resorufin fluorescence, 16 min; active compounds read high; 1 = vehicle wells, 0 = NADH-free wells; activation factor at 20 µM; 190,000 tested, 0.005% active; AID 1229;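 active = diaphorase activity raised at least twofold by the compound at 20 µM; inactive = activation factor below 2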
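Test system: Clostridium kluyveri diaphorase, purified enzyme; input: enzyme 0.07 U/mL final; buffer or medium: 50 mM HEPES pH 7.4 with 4.542 mM MgCl2, 0.005% Tween 20; also added: 0.114 mM NADH and 0.1 mM resazurin, final amounts; schedule: 16 min enzyme reaction, ambient temperature; technique: fluorescence of resorufin, 544 nm excitation, 590 nm emission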
Diaph inh CS: inhibits diaphorase or chemically oxidizes, flagging diaphorase assay artifacts; diaphorase resazurin-to-resorufin fluorescence, NADH, 16 min; bacterial (C. kluyveri) enzyme, not human; inhibition, % at 20 µM; 190,000 tested, 0.69% active;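 active = primary screen inhibition at 20 µM above a set limit, cut at about 50% in these data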;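 note: plate controls were DMSO with full reaction for no effect and wells lacking NADH for full effect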
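Test system: diaphorase enzyme from Clostridium kluyveri; amount: diaphorase at 0.14 U/mL in enzyme working solution; detection: fluorescence of resorufin formed from resazurin, Ex 544/Em 590 nm; times: reaction incubation of 16 min at room temperature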
NF-kB expr up: NF-kB expression increase, human neuronal cells. NF-kB reporter expression; active compounds read high. fold change at 12.5 µM. 190,000 tested, 1.6% active; in the data active = fold change above about 3.3
G6PDH CS: inhibits Leuconostoc G6PDH, flagging false hits in G6PDH-based assays. 200,000 tested, 0.12% active. Purified L. mesenteroides G6PDH, diaphorase/resazurin coupled fluorescence, 45 min. inhibition, % at 5 µM; in the data active = inhibition above about 50%
TLR4 MyD88 comp: TLR4-MyD88 interaction inhibition in cells; O00206+Q99836; HeLa CL3-4 TLR4/MyD88 BLA complementation, FRET ratio; inhibition, % at 8.4 µM; 200,000 tested, 0.18% active; AID 861; in the data active = inhibition above about 25%;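 note: 0% = vehicle and 100% = reference inhibitor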
An asterisk follows results filed as active; · = not tested or not shown. An unsorted share of the library (roughly 5.6% active in at least one column).

molecule	FLuc inhib CS	FLuc act counter	APP 5'UTR act	STAT1 activator	APP 5UTR inh	Diaphorase act	Diaph inh CS	NF-kB expr up	G6PDH CS	TLR4 MyD88 comp
COc1cccc(C(=O)N2CCN(S(=O)(=O)Cc3ccccc3)CC2)c1	-5	1	-2	98	2	0.9	14	1.3	16	-4
COc1cccc(CNn2c(-c3cccc(C)c3)nc3ccccc3c2=O)c1O	-10	1.1	-1	100	1	0.8	17	2.1	0	-2
OCCNc1ncnc2ccc(Br)cc12	-6	1.1	-7	86	7	0.8	24	0.84	-1	5
COc1ccc2nc(SCC(=O)Nc3c(C)cccc3C)[nH]c2c1	-1	1	14	85	-14	0.9	9	1.5	14	4
CCOC(=O)C1=C(C)NC(=O)NC1c1ccsc1 (stereo unspecified)	-4	1	-14	103	14	0.9	6	1.1	6	9
COC(=O)c1ccc(N2CCN(c3ccccc3)CC2)c(NC(=O)C2CC2)c1	-4	1	-4	91	4	0.9	5	0.93	9	-13
CC(=O)c1c(C)[nH]c(C(=O)Nc2nc(-c3ccccc3)c(C)s2)c1C	11	0.9	53	103	-53	1	2	1.3	-13	3
Cc1sc2ncnc(SCC(=O)NC(C)C(C)C)c2c1C (stereo unspecified)	-6	1.1	24	99	-24	0.8	18	0.84	2	0
Cc1ccc(-n2nnnc2Sc2nc([N+](=O)[O-])nn2C)cc1	-4	1	-15	94	15	0.8	16	1.2	-10	6
CCN(C(=O)Nc1ccccc1)c1ccccc1	-10	1.1	2	96	-2	0.9	7	0.92	4	-3
COc1ccc(OC)c(N2C(=O)CC(Cc3ccc(C)cc3)C2=O)c1 (stereo unspecified)	-3	1	14	92	-14	1	1	1.1	6	-5
COc1ccc(-c2[nH]ncc2CNC(C)CCn2cccn2)c(F)c1 (stereo unspecified)	-4	1	-2	95	2	1.1	-13	0.97	17	-11
N#CCCN1CCN(C2=NC(=O)C(=C3CCCCC3)S2)CC1	5	1	6	111	-6	0.9	11	1.4	11	2
O=C(COC(=O)c1ccccc1-c1nc2ccccc2s1)Nc1ccccc1C(F)(F)F	-6	1.1	1	102	-1	0.8	23	0.76	-3	-7
COC(=O)[C@@H](NC(=O)Nc1cc(Cl)ccc1C)C(C)C	16	0.8	16	98	-16	1	-4	1.1	5	1
CC1CCCN(CC(O)COCc2ccccc2)C1 (stereo unspecified)	-4	1	-4	105	4	1.1	-10	0.94	4	-3
OC(COCC1CC=CCC1)Cn1cnc2ccccc21 (stereo unspecified)	-6	1.1	13	100	-13	1	-4	1	9	-11
O=C(C(c1ccccc1)c1ccccc1)N(Cc1ccco1)C1CCS(=O)(=O)C1 (stereo unspecified)	-9	1.1	2	96	-2	0.9	12	1.1	10	-9
COC(=O)c1nnn(-c2nonc2N)c1CSc1nc2ccccc2s1	-2	1	27	96	-27	0.8	17	0.89	4	-20
Cc1ccc(/C=N/NC(=O)CNC(=O)c2ccc(S(=O)(=O)N(C)C)cc2)o1	-8	1.1	14	101	-14	0.9	6	1	-3	2
Cc1cccc2sc(NNC(=O)C3COc4ccccc4O3)nc12 (stereo unspecified)	-7	1.1	15	113	-16	0.9	11	1.3	16	-8
CN(C)c1ccc(C2C3C(=O)NC(=O)C3ON2c2ccc(Cl)cc2)cc1 (stereo unspecified)	2	1	18	110	-18	0.8	20	1.3	5	-18
O=C(CCS(=O)(=O)c1cccc2nonc12)N1CCOCC1	-6	1.1	14	105	-14	0.9	12	1.1	2	-9
CCOC(=O)C1CSC(CC(=O)Nc2ccc(Cl)c(Cl)c2)C(=O)N1 (stereo unspecified)	-2	1	2	94	-2	1	-2	1	8	16
Cn1nc(C(=O)Nc2ccc3c(c2)OCCO3)cc1C(=O)O	65*	0.4	1	89	-1	0.9	12	0.66	8	5
COc1cc(/C=C(\C#N)C(=O)NCC2CCCO2)ccc1O (stereo unspecified)	-3	1	·	96	·	1	5	1.2	-13	-9
Cc1cccc(Nc2nc(N)c(C#N)c(CC#N)c2C#N)c1	-4	1	3	100	-3	0.9	9	1.1	4	-12
CC(=O)Nc1ccc2nc(-c3ccccn3)[nH]c2c1	51*	0.5	72	124	-72	0.8	16	2.1	15	-5
O=C(NCc1ccco1)C1CCCN(S(=O)(=O)c2cnc[nH]2)C1 (stereo unspecified)	-8	1.1	-8	103	8	0.9	11	0.94	2	-1
CC1C(=O)NN=C1C(=O)N/N=C\C(Br)=C\c1ccccc1 (stereo unspecified)	95*	0	127	24	-127	1.2	-17	3.1	1	-15
COCc1nc(-c2ccc(-c3ccc(OC)cc3)nc2OC)no1	-2	1	31	114	-31	0.9	12	2.2	-36	3
CC(C)C(NC(=O)OCc1ccccc1)C(=O)NCC(=O)OC(C)(C)C (stereo unspecified)	-5	1.1	6	98	-6	0.9	13	1.4	2	4
CCOC(=O)c1sc2ncnc(N3CCN(CC)CC3)c2c1C	-7	1.1	-4	98	4	1	3	1.3	-2	-6
COc1ccc(C(=O)c2ccc(OC)c3cccc(O)c23)cc1OC	0	1	-14	100	14	0.7	32	1	43	-8
O=S(=O)(c1ccc(N2CCCCCC2)nc1)N1CCCC1	-3	1	23	102	-23	0.9	12	1.4	-1	-18
Cc1ccc(NC(=S)N=Nc2c(O)n(C)c3ccc(S(=O)(=O)N4CCOCC4)cc23)cc1	-6	1.1	-69	87	69*	0.8	22	0.6	-53	-6
Cc1ccccc1NC(=O)N1c2ccccc2CC1C (stereo unspecified)	0	1	-5	113	5	0.9	14	1.4	10	-10
COc1cccc(N2C(=O)CC(N3CCc4ccccc43)C2=O)c1 (stereo unspecified)	1	1	6	115	-6	0.8	18	1.2	27	0
Cc1ccc(-n2c(SCC(=O)N3CCOCC3)nnc2-c2ccncc2)cc1	-4	1	13	103	-13	0.9	9	1.3	-14	-11
O=C(CCC(=O)c1cccs1)OCc1nc2ccccc2s1	5	1	-6	104	6	0.9	11	1.1	0	-6
CN(C(=O)CSc1nnnn1-c1ccccc1)C1CCS(=O)(=O)C1 (stereo unspecified)	-5	1	4	88	-4	1	4	1.1	0	-1
COc1ccc(CNc2ncnc3cc(OC)c(OC)cc23)cc1OC	-7	1.1	-12	83	12	1.2	-21	1	9	-7
CCOc1ccc(NC(=O)c2cccc3c2C(=O)N(CCOC)C3)cc1	29	0.7	-3	110	4	0.9	12	1	-6	-16
COc1ccc(NC(=O)CCN2C(=O)C3C4CCC(C4)C3C2=O)cc1 (stereo unspecified)	0	1	5	104	-5	1.1	-10	1.6	14	-13
O=Cc1ccccc1OCc1nnsc1Cl	-4	1	-8	102	8	0.9	8	0.86	0	-17
O=C(NC1(C(F)(F)F)C(=O)Nc2c1c(=O)[nH]c(=O)n2Cc1ccco1)C1CCCCC1 (stereo unspecified)	-8	1.1	-5	99	5	0.8	18	1.1	6	8
O=C(c1n[nH]c2ccccc12)N1CCN(S(=O)(=O)c2ccc3ccccc3c2)CC1	-5	1.1	-5	104	5	1	2	0.99	8	8
O=C(Nc1ccc(Cl)c(Cl)c1)Nc1cc(C(=O)N2CCOCC2)ccc1N1CCCCC1	·	·	1	83	-1	·	·	·	·	2
CCC(CC)C(=O)Nc1nnc(SCC(=O)N2CCN(c3ccccc3OC)CC2)s1	-2	1	-8	95	8	0.7	25	0.87	-2	1
Cc1ccccc1Nc1c(-c2cccnc2)nc2cccc(C)n12	-4	1	1	97	0	0.9	12	0.86	4	4
CCCN(Cc1ccccc1)C(=S)Nc1ccc(SC(F)F)cc1	-5	1	-7	90	7	0.8	18	1.1	4	-10
COc1ccc(N=CC2=C(Nc3ccc(OC)cc3)c3c(C)nn(-c4ccccn4)c3CC2)cc1	·	·	-17	94	17	·	·	·	·	1
COc1ccc(/C=C/C(=O)c2ccc(NC(=O)c3cccs3)cc2)cc1OC	3	1	44	108	-44	0.7	34	0.98	-68	2
CCOC(=O)c1c[nH]n(-c2ccccc2)c1=O	-3	1	10	100	-10	0.9	10	0.94	0	-15
CCCN(CCC)c1nc(N(CCC)CCC)[nH]c(=O)n1	-11	1.1	2	96	-2	0.9	8	1.2	6	-1
CCOC(=O)c1ccc2nc(C)cc(Nc3cccc(C(=O)O)c3)c2c1	-3	1	9	97	-9	1	4	1.1	8	6
Cc1cccc2cc(COC(=O)C(C)(C)C)c(=O)[nH]c12	-2	1	-1	101	1	0.9	8	1.2	-9	-3
COC(=O)c1[nH]c2cc(OC)ccc2c1N	10	0.9	16	101	-16	0.8	18	0.98	0	8
Cc1ccc(-n2nc3c(c2NC(=O)/C=C\c2ccc4c(c2)OCO4)CSC3)c(C)c1	-4	1	-13	95	13	0.8	23	0.6	7	1
COc1cccc(-c2cc(C(=O)Nc3ccc4c(c3)OCCO4)c3ccccc3n2)c1	-6	1.1	13	103	-13	0.8	21	0.79	-44	-17

(list continues)
molecule	FLuc inhib CS	FLuc act counter	APP 5'UTR act	STAT1 activator	APP 5UTR inh	Diaphorase act	Diaph inh CS	NF-kB expr up	G6PDH CS	TLR4 MyD88 comp
COc1ccc(C(NC(=O)c2ccco2)c2ccc(OC)c(OC)c2)cc1 (stereo unspecified)	-7	1.1	20	98	-20	0.8	16	1	10	-1
CCCCC1CCC(C(=O)Nc2ccc(S(=O)(=O)Nc3nccs3)cc2)CC1 (stereo unspecified)	-5	1	-10	102	10	0.7	26	1.1	1	-3
Cc1ccc(S(=O)(=O)N(CC(=O)NC2CCCC2)c2cccc(C)c2)cc1	-1	1	4	111	-4	1.1	-6	1.1	-1	8
c1ccc(Cn2cnc3ccccc32)cc1	-4	1	-5	93	5	0.9	13	0.85	5	-11
S=c1[nH]nc(-c2ccc3ncccc3c2)n1-c1ccc2c(c1)OCCO2	20	0.8	23	101	-23	0.9	12	1.6	-12	1

Pulled one by one from the list above:
molecule	FLuc inhib CS	FLuc act counter	APP 5'UTR act	STAT1 activator	APP 5UTR inh	Diaphorase act	Diaph inh CS	NF-kB expr up	G6PDH CS	TLR4 MyD88 comp
c1ccc(Cn2cnc3ccccc32)cc1	-4	1	-5	93	5	0.9	13	0.85	5	-11
S=c1[nH]nc(-c2ccc3ncccc3c2)n1-c1ccc2c(c1)OCCO2	20	0.8	23	101	-23	0.9	12	1.6	-12	1
CCCCC1CCC(C(=O)Nc2ccc(S(=O)(=O)Nc3nccs3)cc2)CC1 (stereo unspecified)	-5	1	-10	102	10	0.7	26	1.1	1	-3
Cc1ccc(S(=O)(=O)N(CC(=O)NC2CCCC2)c2cccc(C)c2)cc1	-1	1	4	111	-4	1.1	-6	1.1	-1	8
